MrgX1 ag: agonists of human MrgX1 receptor. B-score at 10 µM. AID 588627. 310,000 tested, 0.44% active. Q96LB2. MrgX1-HEK293 cells, Fluo-4 calcium fluorescence, agonist mode; hits give high values;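 active = calcium response B-score plate-corrected fluorescence ratio at least 3 library SD, with starting fluorescence B-score inside 5 SD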
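Assay system: MrgX1-expressing HEK293 cells / Amount: fifteen thousand cells per well / Doses: test compound in the initial addition of three / Timing: cells plated overnight, dye loaded 0.5 h 37 °C, 0.5 h room temperature / Technique: kinetic calcium dye fluorescence, Fluo-4 NW / Control set: positive and negative controls per plate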
RGS4 inh: inhibitors of human RGS4; P49798; HEK293 M3R/RGS4 inducible, Fluo-4 calcium flux; hits give high values; triggered by carbachol at its EC20; B-score at 10 µM; 310,000 tested, 0.45% active; AID 463165;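 active = B-score, a plate-corrected calcium signal, over three deviations above library mean, with baseline fluorescence within five deviations of library mean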;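 also: RGS4 expression induced by doxycycline in cells with stable M3 receptor; B-score is computed from the integrated fluorescence ratio over baseline after carbachol; higher B-score means a larger calcium signal and so more RGS4 inhibition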
MrgX1 PAM: allosterically activates human MrgX1 receptor signaling; MrgX1-HEK293, Fluo-4 calcium flux, FDSS; hits give high values; B-score at 10 µM; Q96LB2; 310,000 tested, 0.63% active;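 active = plate-corrected calcium response at least 3 library SD above typical, normal starting fluorescence, not activating the receptor alone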;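 also: compound read alongside a low EC10 to EC30 dose of BAM8-22 agonist; peak minus trough fluorescence over baseline measured at the second addition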
TMEM16A inh: inhibitors of mouse TMEM16A calcium-activated chloride channel. Q8BHY3. HEK293 TMEM16A/YFP iodide influx fluorescence, ionomycin. normalized B-score (activity score, 25-100; higher = stronger inhibition) at 10 µM. 310,000 tested, 1.2% active. AID 588511;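 active = ratio plate-corrected score three or more library SD toward inhibition, starting fluorescence score within five deviations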;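 also: score derived from kinetic fluorescence span divided by baseline fluorescence per well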
Target sequence (Q8BHY3 whole entry, looked up): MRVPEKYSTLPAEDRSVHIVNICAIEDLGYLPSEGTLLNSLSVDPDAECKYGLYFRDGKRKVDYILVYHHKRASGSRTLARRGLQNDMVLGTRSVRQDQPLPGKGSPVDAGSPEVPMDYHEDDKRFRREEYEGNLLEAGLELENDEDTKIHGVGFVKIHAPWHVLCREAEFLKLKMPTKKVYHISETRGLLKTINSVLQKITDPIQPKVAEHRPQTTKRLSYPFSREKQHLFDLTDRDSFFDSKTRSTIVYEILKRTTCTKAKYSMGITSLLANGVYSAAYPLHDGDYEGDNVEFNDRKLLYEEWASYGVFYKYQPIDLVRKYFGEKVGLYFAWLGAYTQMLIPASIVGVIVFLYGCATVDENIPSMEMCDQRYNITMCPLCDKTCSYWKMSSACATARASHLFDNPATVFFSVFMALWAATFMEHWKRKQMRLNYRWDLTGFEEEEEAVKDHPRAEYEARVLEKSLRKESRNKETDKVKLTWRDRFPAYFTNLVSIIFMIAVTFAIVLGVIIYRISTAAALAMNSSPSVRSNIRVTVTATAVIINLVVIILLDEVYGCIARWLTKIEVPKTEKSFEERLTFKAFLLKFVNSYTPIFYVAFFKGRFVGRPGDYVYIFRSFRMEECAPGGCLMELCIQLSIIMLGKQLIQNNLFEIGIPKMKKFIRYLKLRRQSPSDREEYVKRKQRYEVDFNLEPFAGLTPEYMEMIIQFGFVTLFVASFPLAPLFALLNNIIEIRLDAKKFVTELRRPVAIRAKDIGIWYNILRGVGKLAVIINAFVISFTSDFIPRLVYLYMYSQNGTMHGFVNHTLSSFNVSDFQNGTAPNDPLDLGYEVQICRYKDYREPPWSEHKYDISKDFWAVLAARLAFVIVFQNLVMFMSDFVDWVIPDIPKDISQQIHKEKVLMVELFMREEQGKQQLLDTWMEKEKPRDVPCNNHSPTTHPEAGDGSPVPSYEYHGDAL
MrgX1 antag: antagonists of human MrgX1 receptor; MRGX1-HEK293 calcium flux, Fluo-4, BAM8-22 antagonism; hits give low values; B-score at 10 µM; 310,000 tested, 1.3% active;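 active = calcium-response B-score plate-corrected more than 3 library SD below zero, starting fluorescence within 5 deviations, no agonist response on first addition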;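 also: peak minus trough fluorescence over baseline after final BAM8-22 challenge near maximal dose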
TRPC6 act: activators of mouse TRPC6 channel | HEK293-TRPC6 membrane potential dye fluorescence; hits give high values | B-score at 10 µM | 310,000 tested, 0.13% active | AID 2550;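 active = B-score of the integrated fluorescence ratio above library mean plus 3 SD, and starting fluorescence ratio within library mean plus 5 SD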;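 also: higher score means more depolarization so channel activation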
SKKanGAS inh: SKKanGAS growth inhibition; 300,000 tested, 1.3% active; inhibition, % at 7.5 µM; S. pyogenes SKKanGAS, kanamycin growth, BacTiter-Glo, 6 h;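 active = mean replicate score, as percent of positive control median, at least 50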;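 also: strain carries kanamycin resistance gene driven by streptokinase promoter and grows in 40 µg/ml kanamycin; loss of luminescence reflects streptokinase promoter inhibition or plain growth inhibition; 0% = median of DMSO wells and 100% = positive control at its reference dose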
HDAC3 inhib: inhibitors of human histone deacetylase 3. 320,000 tested, 0.15% active. inhibition, % at 8.3 µM. recombinant HDAC3, fluorogenic peptide/trypsin coupled, fluorescence; in the data active = inhibition above about 26%, passing the limit was not always enough
TMEM16A act: activators or potentiators of mouse TMEM16A chloride channel | AID 623877 | 340,000 tested, 0.3% active | HEK293 TMEM16A/YFP-H148Q/I152L, iodide quench fluorescence; hits give low values | B-score at 10 µM | Q8BHY3;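 active = fluorescence-ratio B-score plate-corrected deviation score at least 3 library SD below zero, with starting fluorescence score within 5 deviations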;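 also: channel opened by trigger with iodide after compound preincubation; score built on the fluorescence ratio of max minus min over baseline; more negative score means more quench and so TMEM16A activation or potentiation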
RGS4 act: RGS4 potentiation or activation; HEK293 M3R/inducible RGS4, carbachol calcium flux Fluo4; hits give low values; B-score at 10 µM; 310,000 tested, 0.92% active; AID 463111;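 active = B-score of the integrated calcium signal more than 4 SD below the library mean, with starting fluorescence not abnormally high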;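 also: negative B-score means reduced calcium response which marks RGS4 activation or potentiation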
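Material: Inducible-RGS4 HEK293 cells carrying M3 receptor; also added: carbachol at ECmax as muscarinic agonist stimulus; incubation: compound preincubation 20 min at room temperature before agonist; signal: Fluo4-AM (2 µM) calcium-flux fluorescence, kinetic read; measure: integrated calcium ratio converted to B score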
TRPC6 inh: blocks the mouse TRPC6 cation channel. HEK293-TRPC6, membrane potential dye, ACh-evoked depolarization; hits give low values. B-score at 10 µM. Q61143. 310,000 tested, 1.1% active;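 active = B-score under library mean minus 3 SD, initial fluorescence not abnormally high, positive integrated signal ratio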;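 also: B-score derived from integrated fluorescence ratio over the kinetic read; more negative B-score means stronger inhibition of depolarization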
Starred values were filed as active, the others as inactive; i = inactive; . = no result given; & = joins results of further samples. This is a random part of the collection; about 6.7% have a hit in one of these screens.

canonical_smiles	MrgX1 ag	RGS4 inh	MrgX1 PAM	TMEM16A inh	MrgX1 antag	TRPC6 act	SKKanGAS inh	HDAC3 inhib	TMEM16A act	RGS4 act	TRPC6 inh
Cc1n[nH]c(C)c1N=Nc1cc(Cl)ccc1Cl	i	i	i	i	-5.4*	i	8	-5	i	i	i
COc1cc2c(C)nc(C)c(C#N)c2cc1OC	i	i	i	i	i	i	-3	-8	i	i	i
COC(=O)c1cc(Br)c(=O)n(CC(C)C)c1	i	i	i	i	i	i	-2	6	i	i	i
CCC(=O)c1cn(CC(=O)Nc2ccccc2Cl)c2ccccc12	i	i	i	i	i	i	5	2	i	i	i
COc1ccc(CNC(=O)COC(=O)CCc2nc3ccccc3c(=O)[nH]2)cc1	i	i	i	i	i	i	-5	2	i	i	i
COc1ccc(N2C(=O)NC3CC2(C)Oc2ccc(Br)cc23)cc1OC (stereo unspecified)	i	i	i	i	i	i	3	-7	i	i	i
COc1cccc(CNC(=O)C2CCCN(c3nn4c(=O)cc(C)nc4s3)C2)c1 (stereo unspecified)	i	.	i	i	i	.	.	2	i	.	.
CC(C)(Oc1ccc(Cl)cc1)C(=O)N/N=C/c1cn[nH]c1-c1ccccc1	i	5*	i	i	i	i	-2	2	i	i	i
CC(=O)Nc1ccc(C(=O)CSc2nnnn2C2CCCC2)cc1	i	i	i	i	i	i	2	2	i	i	i
COc1ccccc1OCCNC(=O)c1ccc(C(C)(C)C)cc1	i	i	i	i	i	i	-7	2	i	i	i
O=C(CCCc1ccccc1)Nc1cccnc1	i	i	i	i	i	i	-5	-1	i	i	i
COc1ccc(N2CCN(C(=O)c3ccccc3N(C)S(=O)(=O)c3ccc(C)cc3)CC2)cc1	i	i	i	i	i	i	3	5	i	i	i
N#C/C(=C(/O)c1ccco1)c1nc2ccccc2s1	i	i	i	i	i	i	2&7	-8&2	i	i	i
CN1CCc2c(sc3c2c(=O)n(-c2ccccc2)c2nncn32)C1	i	i	i	i	i	i	-2	0	i	i	-5.9*
Cc1ccc(S(=O)(=O)c2nc(S(C)(=O)=O)sc2N2CCC(C(N)=O)CC2)cc1	i	i	i	i	i	i	3	2	i	i	i
CCOc1ccc(NC(=O)c2cn(CC(C)C)c(=O)c3c2c2ccccc2n3C)cc1	i	i	i	i	i	i	1	-2	i	i	i
Cc1cccc(C(=O)N/N=C/C(C)Cc2ccc3c(c2)OCO3)c1 (stereo unspecified)	i	i	i	i	i	i	-8	-3	i	i	i
O=C(NCc1ccccc1)c1cccc(S(=O)(=O)N2CCOCC2)c1	i	i	i	i	i	i	-4	-2	i	i	i
CCN(CC)c1ccc(NC(=O)c2ccco2)cc1	i	i	i	i	i	i	-5	-5	i	i	i
CN(c1ccccc1)S(=O)(=O)c1ccc(C(=O)Nc2nnc(C3CC3)s2)cc1	i	i	i	i	i	i	4	-2	i	i	i
Cc1ccc(C)n1CCN1CCN(C(=O)c2ccc(Cl)cc2)CC1	i	i	i	i	i	i	-2	0	i	i	i
O=C(/C=C/c1ccccc1)N1CCC(Cc2ccccc2)CC1	i	i	i	i	i	i	0	1	i	i	i
CC(=O)N/N=C(/c1ccccc1)C(O)c1ccccc1 (stereo unspecified)	i	i	i	i	i	i	4	-1	i	i	i
Cc1nc2c(-c3ccc(F)cc3)c(C)nn2c(C)c1CCC(=O)N1CCC(Cc2ccccc2)CC1	i	i	i	i	i	i	39	-2	i	i	i
CCCCn1c(=O)[nH]c(=O)c2c1nc(-c1ccc(OCCC)c(OCC)c1)n2C	i	i	i	i	i	i	2	-4	i	i	i
O=C(O)CCCNC(=O)CC1S/C(=N/N=C/c2ccccc2O)NC1=O (stereo unspecified)	i	i	i	i	i	i	3	1	i	i	i
CC1CCCC(C)N1C(=O)C1CC(c2ccc(F)cc2)=NO1 (stereo unspecified)	i	i	i	i	i	i	0	3	i	i	i
CCC(C)NC(=O)Cc1c(C)c2cc3c(cc2oc1=O)OC(C)(C)CC3 (stereo unspecified)	i	i	i	i	i	i	1	-24	i	i	i
O=C(c1ccc(Cl)c(F)c1F)N1CCCC1	i	i	i	i	i	i	-1	7	i	i	i
COc1cccc(C(=O)Nc2ccc3c(cc2=O)[C@@H](NC(C)=O)CCc2cc(OC)c(OC)c(OC)c2-3)c1	i	i	i	i	i	i	11	1	i	i	i
Cc1nn(C)c(C)c1CNC(=O)Nc1ccc2c(c1)OCO2	i	i	i	i	i	i	-4	9	i	i	i
COc1ccc2nc(CC(C)(C)CC(=O)O)c[n+]([O-])c2c1	i	i	i	i	i	i	-2	-12	i	i	i
O=S(=O)(c1ccc(Br)cc1)N1CCCN(Cc2cccc(F)c2)CC1	i	i	i	i	i	i	4	4	i	-8.3*	i
CCOC(=O)N1CCC(NC(=O)c2cc(C(=O)Nc3cccc(C(F)(F)F)c3)ccc2CO)CC1	i	i	i	i	i	i	-3	0	i	i	i
COc1ccc(C(=O)NNS(=O)(=O)c2ccc(C)cc2)cc1	i	i	i	i	i	i	-4	3	i	i	i
Cc1ccc(/C(O)=C2/C(=O)C(=O)N(c3ccccn3)C2c2cccc([N+](=O)[O-])c2)cc1 (stereo unspecified)	i	i	i	i	i	i	23	5	i	i	i
CC(NCC(c1ccco1)N1CCCCC1)C(=O)NC1CCCC1 (stereo unspecified)	i	i	i	i	i	i	-7	-4	i	i	i
C=CCC1(CC=C)CCCN1Cc1nc(COc2ccccc2)no1	i	i	i	i	i	i	-6	.	i	i	i
CSCC(=O)NC1CCCc2c1cnn2-c1cc(F)cc(F)c1 (stereo unspecified)	i	i	i	i	i	i	-4	1	i	i	i
CC(C)(C)n1nc2c(c1NC(=O)c1cccc(Cl)c1)CS(=O)(=O)C2	i	i	i	i	i	i	0	-1	i	i	i
CCCC(=O)Nc1c(-c2ccc(C)cc2)c(=O)c2ccccc2n1C	i	i	i	i	i	i	-2	5	.	i	i
COc1ccccc1C(=O)NNC(=O)C1CC=CCC1 (stereo unspecified)	i	i	i	i	i	i	-12	-1	i	i	i
COc1cc(/C=N/S(=O)(=O)CCc2ccccc2)cc(OC)c1O	i	i	i	i	i	i	-9	.	i	i	i
COc1cc(C2C(C#N)=C(C)NC(C)=C2C#N)cc(OC)c1OC	i	i	i	i	i	i	-4	-3	i	i	i
COc1ccccc1N(Cc1cc(=O)[nH]c2ccccc12)C(=O)c1ccc([N+](=O)[O-])cc1	i	i	i	i	i	i	1	1	i	i	i
Cc1ccc(NC(=O)CN2C(=O)CCSc3ccc(S(=O)(=O)N4CCCC4)cc32)cc1C	i	i	i	i	i	i	-3	-10	i	i	i
O=C(O)c1ccc(-n2c(/C=C/c3cccc([N+](=O)[O-])c3)nc3ccccc3c2=O)cc1	i	i	i	i	i	i	13	6	i	i	i
Cc1ccc2c(c1)/C(=N/O)CCS2	i	i	i	i	i	i	1	4	i	i	i
Cc1cc(C)nc(CCNC(=O)c2cc(COc3ccc(F)cc3Cl)on2)n1	i	i	i	i	i	i	-6	7	i	i	i
COc1cccc(-n2c(CN3CCN(c4ccccc4)CC3)nc3ccc([N+](=O)[O-])cc3c2=O)c1	i	i	i	i	i	i	14	-7	i	i	i
O=C(O)CCCC(=O)Nc1ccc(N2CCCC2)cc1	i	i	i	i	i	i	-6	4	i	i	i
CCCCC1=CC2=CC(=O)C(C)(OC(=O)CC)C(=O)C2=CN1Cc1ccc2c(c1)OCO2 (stereo unspecified)	i	i	i	i	i	i	6	7	i	i	i
COCc1[nH][nH]c(=O)c1C=Nc1ccc(OC(F)(F)F)cc1	i	i	i	i	i	i	-7	2	i	i	i
COc1ccc(CC2(CO)CCN(C(=O)NCc3ccccc3)CC2)cc1	i	i	i	i	i	i	1	-3	i	i	i
Cc1onc(-c2c(Cl)cccc2Cl)c1C(=O)N=S(C)(=O)c1ccccc1 (stereo unspecified)	i	i	i	i	i	i	-1	0	i	i	i
COc1cccc(Oc2ccc(N)cn2)c1	i	i	i	i	i	i	0	-2	i	i	i
COc1ccc(/C=N/c2sc3c(c2C#N)CCN(Cc2ccccc2)C3)c(O)c1	i	i	i	i	i	i	2	-3	.	i	i
CCOc1ccc(Nc2nc(NCC(=O)O)nc(N)c2[N+](=O)[O-])cc1	i	i	i	i	i	i	1	4	i	i	i
COc1ccccc1N1CCN(c2cc(=O)n(-c3ccc(Cl)cc3)c(=O)[nH]2)CC1	i	i	i	i	i	i	-4	16	i	i	i
O=C(CCNC(=O)c1ccccc1Cl)NCC(c1ccc(F)cc1)N1CCOCC1 (stereo unspecified)	i	i	i	i	i	i	-8	-1	i	i	i

Other compounds.
canonical_smiles	MrgX1 ag	RGS4 inh	MrgX1 PAM	TMEM16A inh	MrgX1 antag	TRPC6 act	SKKanGAS inh	HDAC3 inhib	TMEM16A act	RGS4 act	TRPC6 inh
CC(/C=C/c1ccc(C)o1)=C\C(=O)O	i	i	i	i	i	i	3	3	i	i	i
COc1cc2c(cc1OC)CN(Cc1cccs1)CC2	i	i	i	i	i	i	-4	-8	i	i	i
O=C(Oc1c(-c2ccccc2)c(=O)n2c3c(cccc13)CC2)c1ccccc1	i	i	i	i	i	i	7	10	i	i	i
CCc1ccccc1NC(=O)CCCN1C(=O)c2cccnc2C1=O	i	i	i	i	i	i	-3	-7	i	i	i
CCCCN(C)Cc1cc(=O)oc2cc3c(cc12)CCCC3	i	i	i	i	i	i	4	-4	i	i	i
CC(C)C[C@H]1C(=O)N2CCC[C@H]2[C@]2(O)O[C@](NC(=O)C3C=C4c5cccc6[nH]c(Br)c(c56)C[C@H]4N(C)C3)(C(C)C)C(=O)N12 (stereo partly specified)	i	i	i	i	i	i	16	-9	i	i	i
O=C(NCc1ccco1)Nc1ccc(Br)cc1	i	i	i	i	i	i	1	1	i	i	i

Compound activity from PubChem BioAssay.
